# Source: PubChem BioAssay
# CHRM4 antagonist = antagonists of human muscarinic M4 receptor (CHRM4) | inhibition, % at 3 µM | actives 0.73% (n = 360,000) | P08173 | CHO-hM4 cells, ACh EC80, Fluo-8 calcium fluorescence;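 active means inhibition above its plate's cutoff, the mean inhibition of sample wells plus 3 SD, cut at about 27% in these data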;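 further: 0% = acetylcholine EC80 with DMSO and 100% = DMSO without agonist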
# Target sequence (P08173 whole entry, looked up): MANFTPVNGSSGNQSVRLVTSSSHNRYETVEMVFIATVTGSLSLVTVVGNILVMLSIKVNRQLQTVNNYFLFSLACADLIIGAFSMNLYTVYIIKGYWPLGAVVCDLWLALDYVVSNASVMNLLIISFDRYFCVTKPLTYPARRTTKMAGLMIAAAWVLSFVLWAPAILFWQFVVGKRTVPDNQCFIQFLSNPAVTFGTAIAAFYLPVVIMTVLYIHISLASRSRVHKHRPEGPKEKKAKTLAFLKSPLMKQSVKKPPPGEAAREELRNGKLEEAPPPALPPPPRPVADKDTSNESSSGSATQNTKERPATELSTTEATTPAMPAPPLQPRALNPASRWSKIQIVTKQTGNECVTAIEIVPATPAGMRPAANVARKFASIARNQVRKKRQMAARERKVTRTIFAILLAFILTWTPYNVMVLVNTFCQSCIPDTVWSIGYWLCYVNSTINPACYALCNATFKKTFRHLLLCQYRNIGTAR
# CRFR2-BP ag = CRF-BP/CRF-R2 complex agonism. HEK293 CRF-R2/CRF-BP, calcium dye fluorescence (FLIPR); percent of saturating CRF peptide response. activation, % at 13.2 µM. actives 0.46% (n = 350,000). AID 588473;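 active means activation of at least 50%, plus an integration ratio under a set limit after plate pattern correction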;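 further: plate controls were neutral control wells without compound for no effect and CRF at EC100 for full effect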
# M5 PAM = potentiates acetylcholine response at human M5 receptor | CHO-K1 hM5, Fluo-8 calcium, ACh EC20 PAM; 0% = ACh EC20, 100% = ACh EC100 | actives 0.3% (n = 360,000) | activation, % at 3 µM;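 active means activation above the run cutoff, the mean activation of all test compounds plus 3 SD, cut at about 18% in these data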
#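 Assay system: CHO-K1 hM5 cells. Also added: acetylcholine at EC20 concentration, added after compound. Dosing: 3 µM, single dose. Times: compound preincubation 140 s before EC20 acetylcholine addition. Signal: Fluo-8 calcium fluorescence. Measure: % activation relative to EC20 and EC100 ACh responses. Repeats: singlicate, one well per test compound.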
# M5 antag = blocks acetylcholine activation of human M5 receptor; P08912; CHO-hM5 cells, Fluo-8 calcium fluorescence, ACh EC80; inhibition, % at 3 µM; actives 0.59% (n = 360,000);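 active means inhibition above a per-plate cutoff, the mean of that plate's test compounds plus 3 SD, cut at about 27% in these data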;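 further: 0% = acetylcholine EC80 with DMSO and 100% = DMSO without agonist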
# M4 PAM = CHRM4 positive allosteric modulation | P08173 | CHO-K1 hM4/Gqi5, Fluo-8 calcium fluorescence, ACh EC20; 0% = ACh EC20, 100% = maximal ACh | activation, % at 3 µM | actives 0.4% (n = 360,000) | AID 624126;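 active means activation above its plate's cutoff, the mean activation of sample wells plus 3 SD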; further: some results filed as inactive read as strong as hits
# CHRM5 agonist = CHRM5 agonism in calcium assay; actives 0.19% (n = 360,000); P08912; activation, % at 3 µM; CHO-K1 hM5 cells, Fluo-8 calcium fluorescence; 0% DMSO wells, 100% maximal acetylcholine response;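 active means activation above the run's mean over test compounds plus 3 SD, cut at about 23% in these data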;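 further: signal is peak over basal fluorescence ratio across the kinetic read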
# CHRM1 PAM = human CHRM1 positive allosteric modulation. P11229. CHO-K1 hM1, Fluo-8 calcium fluorescence, ACh EC20; 0% = ACh EC20, 100% = maximal ACh. activation, % at 3 µM. actives 0.088% (n = 360,000); in the data active means activation above about 19%, passing the limit was not always enough
# Target sequence (P11229 whole entry, looked up): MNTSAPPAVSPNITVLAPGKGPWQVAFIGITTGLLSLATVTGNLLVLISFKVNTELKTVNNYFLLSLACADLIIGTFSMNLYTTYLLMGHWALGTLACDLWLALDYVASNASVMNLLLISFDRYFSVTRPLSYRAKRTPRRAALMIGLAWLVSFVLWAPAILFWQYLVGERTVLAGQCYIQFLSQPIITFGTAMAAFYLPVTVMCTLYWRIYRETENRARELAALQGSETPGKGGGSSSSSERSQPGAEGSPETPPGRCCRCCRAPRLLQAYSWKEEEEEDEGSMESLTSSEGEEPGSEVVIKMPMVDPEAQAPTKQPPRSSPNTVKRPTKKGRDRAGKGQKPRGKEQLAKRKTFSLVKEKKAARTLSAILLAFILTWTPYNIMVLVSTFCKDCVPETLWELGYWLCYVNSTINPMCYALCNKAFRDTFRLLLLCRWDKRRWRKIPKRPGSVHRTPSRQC
# M4 ag = agonists of human muscarinic M4 receptor (CHRM4); activation, % at 3 µM; P08173; AID 624127; actives 0.14% (n = 360,000); CHO-K1 hM4/Gqi5, Fluo-8 calcium fluorescence; vehicle 0%, full acetylcholine response 100%;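 active means activation above the run mean over all test wells plus 3 SD, cut at about 32% in these data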;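 further: peak over basal fluorescence ratio per well then scaled between controls; 0% = DMSO wells and 100% = acetylcholine at EC100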
# M1 antag = blocks human M1 muscarinic receptor. inhibition, % at 3 µM. CHO-K1 hM1, Fluo-8 calcium fluorescence, ACh EC80 antagonist. actives 1.3% (n = 360,000). P11229;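 active means percent inhibition above its own plate's cutoff, namely the mean of that plate's compound wells plus 3 SD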;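 further: peak over basal fluorescence ratio during 140 s after agonist addition; 0% = ACh EC80 plus DMSO and 100% = DMSO alone without agonist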
# * = called active by the depositor; · = not tested or not shown.
SMILES,CHRM4 antagonist,CRFR2-BP ag,M5 PAM,M5 antag,M4 PAM,CHRM5 agonist,CHRM1 PAM,M4 ag,M1 antag
O=C(COC(=O)C1C2CC3OC(=O)C1C3C2)Nc1cccc(C(F)(F)F)c1 (centres undefined),10,-2.3,-1,-2,-4,0,4,1,-5
O=[N+]([O-])c1cccc(-c2nc3ccccc3s/c2=N/O)c1,-2,0.5,0,10,-9,-5,0,0,2
COc1cc(/C=N/Nc2ccc([N+](=O)[O-])cn2)cc(OC)c1O,-1,-6.0,-1,0,0,-2,11,2,2
COCCCNc1ncnc2c1cnn2-c1ccc(C)cc1C,4,-0.2,2,-8,10,2,1,2,-3
O=Cc1ccc(OC2OCCOC2Oc2ccc(C=O)cc2)cc1 (centres undefined),3,0.9,-4,-2,-4,1,5,2,-2
CCCc1nc2oc3c(NCC4CCCO4)ncnc3c2c2c1COC(C)(C)C2 (centres undefined),-5,-2.2,0,4,3,-1,11,0,-7
CCOc1ccc(Br)cc1C1=NN(C(C)=O)C(c2ccc([N+](=O)[O-])s2)O1 (centres undefined),10,-2.2,2,5,-1,0,7,1,-13
O=C1CCc2cc(S(=O)(=O)NC(Cc3ccccc3)C(=O)NCCC3=CCCCC3)ccc2N1 (centres undefined),3,0.1,-6,-4,-1,2,4,9,-7
Cn1c(=O)oc2cc(S(=O)(=O)NCc3ccc(F)cc3)ccc21,1,-0.4,-4,2,-5,-2,3,1,-3
NC(=O)c1nn(CC(=O)Nc2ccc3c(c2)OCO3)cc1[N+](=O)[O-],1,0.1,0,9,-4,2,1,0,1
COc1ccc(-n2cc(CNC3CCOCC3)c(-c3cccc(F)c3)n2)cc1,-4,5.6,2,13,-6,6,9,10,0
CC(C(=O)NC1CCCC1)N(C(=O)c1snc(C(N)=O)c1N)c1ccc2c(c1)OCCO2 (centres undefined),-5,0.6,0,-6,1,0,16,2,-8
Cc1ccc(C)c(N(CC(=O)NCc2ccco2)C(=O)CCC(=O)Nc2nccs2)c1,-20,0.7,-4,3,1,-2,5,2,-7
COc1ccccc1Nc1nc(=O)[nH]nc1C,6,-2.0,-7,14,-1,-3,4,1,-7
COc1ccc(-n2cnnc2SCCC#N)cc1,6,0.8,3,-1,7,-2,11,1,-9
COc1cccc(-c2ccc(C#N)c(SCC(=O)NCCc3ccc(Cl)cc3)n2)c1,-1,3.3,3,-1,6,-2,5,0,-16
O=C(COc1ccccc1-c1ccccc1)c1ccccc1,-2,-0.6,-2,-4,8,-4,7,-2,-4
Cn1c(SCC(=O)NCc2cccs2)nnc1-c1ccncc1,6,-0.1,4,7,-2,-2,6,1,-4
COc1ccc2o/c(=N\O)c(C(=O)Nc3ccc(C)cc3)cc2c1,7,-0.3,-1,-10,-4,-4,11,1,-4
COC(=O)c1ccc2c(=O)[nH]c(COC(=O)CCC(=O)c3ccc(Cl)cc3)nc2c1,-17,1.8,0,-2,8,-4,11,1,-13
Cn1nc(C(=O)N2CCCCC2)c2c1-c1ccccc1S(=O)(=O)C2,2,-0.2,-6,-4,-6,1,0,11,4
O=C(COC(=O)CNC(=O)c1ccc(Cl)cc1Cl)NC1CCCCCCC1,-11,-2.2,1,0,8,4,-3,2,10
COc1ccc(C(C)NC(=O)c2ccncc2)cc1OC (centres undefined),-6,2.0,-7,17,-1,-4,10,1,-12
Cn1cc(C(=O)N/N=C/C(Br)=C\c2ccccc2)ccc1=O,-5,0.8,-2,7,1,-3,-2,4,3
Cc1ccc(NC(=O)CCSc2ccccc2)c(C)c1,-4,·,8,-6,-6,-7,9,0,-11
S=C(c1ccccc1)N1CCCC1,-3,0.3,-2,1,-4,1,-1,0,-11
O=C(Cn1cnc2scc(-c3ccc(Cl)cc3)c2c1=O)N1CCOCC1,-3,-2.6,2,2,-9,3,4,0,-5
O=[N+]([O-])c1cccc2c(N3CCCC3)ccnc12,-3,3.1,6,1,-1,2,0,7,-2
COc1ccc(S(=O)(=O)N2CCN(c3ccccn3)CC2)cc1OC,-6,-1.5,-1,-3,0,-2,9,2,-12
COCCn1c(=NC(=O)c2cc3ccccc3oc2=O)sc2cc(S(N)(=O)=O)ccc21,-3,-2.5,0,1,7,-1,6,0,-12
COc1cccc(CN(C)C(=O)Cc2c[nH]c3ccccc23)c1OC,-12,0.9,-8,5,2,1,7,8,-15
Cc1ccsc1/C=N/NS(=O)(=O)c1ccc([N+](=O)[O-])cc1,-2,-0.5,-4,0,3,-1,9,0,-12
CCCCc1ccc(-c2ccc(Br)cc2O)nc1,-2,1.4,2,-1,5,0,7,1,-4
COc1ccc(S(=O)(=O)/C(C#N)=C/Nc2cccc(OC)c2)cc1,-3,-0.5,-6,6,0,1,2,1,-1
CCN(CC)C(=O)C(c1ccccc1)S(=O)(=O)N1CCOCC1 (centres undefined),9,0.7,2,4,-4,2,6,1,-22
CCOC(=O)C1CCCN(Cc2nc(CC3CC3)no2)C1 (centres undefined),-16,0.4,8,-10,-2,2,4,1,-7
O=C(NCCc1ccccc1)c1ccc(NC(=O)C2CCCC2)cc1,7,0.1,1,0,0,2,5,1,-7
Cc1ccc(S(=O)(=O)NCCC(=O)NCc2ccc(Cl)cc2)cc1C,-9,-1.2,-4,11,4,-3,9,4,-6
CCCS(=O)(=O)Nc1cc(C(F)(F)F)ccc1OCCOC,9,0.2,2,-6,-3,-2,8,1,-6
CCOc1ccc(C2CC(=O)c3c([nH]c(C(=O)OC)c3C)C2)cc1OC (centres undefined),-4,0.9,-3,-8,1,-1,0,3,-2
Cc1ccc(N2NC(=O)/C(=C/c3ccc(-c4ccc(Cl)c(C(=O)O)c4)o3)C2=O)cc1C,6,-2.2,-7,7,-4,2,17,0,-17
Cc1cc(C(=O)NC2CCCN(Cc3ccccc3F)C2)no1 (centres undefined),6,0.4,-2,14,5,-3,1,0,-1
CCc1noc(C)c1C(=O)N(C)CC(=O)Nc1ccccc1C(F)(F)F,-16,0.0,3,-6,9,-1,7,0,-10
Cc1ccc(CSC2=NCCN2C(=O)c2ccco2)cc1,0,0.4,-2,1,4,3,4,1,-12
CCOC(=O)c1c(C)[nH]c(C(=O)Cn2nnc(-c3ccccc3)n2)c1C,-12,-1.1,-13,-2,9,-3,6,3,-7
Cc1cccc(N2CCN(C(=O)Cc3ccccc3[N+](=O)[O-])CC2)c1C,2,-0.5,-8,-6,-5,0,8,8,-16
CNC(=O)/C(=C\c1ccc([N+](=O)[O-])cc1)NC(C)=O,-2,2.6,1,9,3,-1,7,1,-8
CCOC(=O)C1CCCN(c2ncnc3c2oc2ccccc23)C1 (centres undefined),4,0.0,-18,8,-9,9,-11,16,21
CCOP1(=O)C=C(Sc2ccc([N+](=O)[O-])cc2[N+](=O)[O-])C(C)(C)O1 (centres undefined),-9,-2.0,4,0,0,3,8,1,-9
O=C(CSc1ncnc2c1cnn2-c1ccc(F)cc1)NC1CCCC1,-3,0.1,1,-1,4,0,11,2,-1
CC1CCCN(C(=O)C2CCN(S(=O)(=O)c3cccc4cccnc34)CC2)C1 (centres undefined),-4,0.8,-11,3,-2,5,-3,9,-5
COc1ccc(N2C(=O)CC(NCC#N)C2=O)cc1 (centres undefined),9,-1.7,-3,6,-4,1,-1,0,-4
Cc1ccc(NC(=O)C(=O)c2c[nH]c3ccccc23)cc1,3,0.8,-4,-10,-1,0,11,3,-12
COc1ccc(S(=O)(=O)N(C)C[C@H]2Oc3ccc(NS(=O)(=O)c4ccccc4)cc3C(=O)N([C@H](C)CO)C[C@@H]2C)cc1,-2,-0.8,5,-6,-1,-2,8,0,-15
Nc1cc(C(=O)N2CCN(c3ccc([N+](=O)[O-])cc3)CC2)ccc1N1CC2CC(C1)c1cccc(=O)n1C2 (centres undefined),-8,-1.4,-2,-4,1,-5,6,0,-2
Cc1cccc(Nc2nc(C)cc(C)n2)c1,-30,-0.3,5,-16,9,-6,1,-2,-6
CSc1cccc(NC(=O)CCS(=O)(=O)c2cccc3nonc23)c1,-1,-0.2,-3,8,-4,-1,4,5,-1
O=C(N1CCN(CCO)CC1)N1c2ccccc2C=Cc2ccccc21,2,-2.6,-10,5,-6,-12,-15,0,31*
CC1CCN(c2ccc(NC(=O)c3cccnc3)cc2)CC1,2,6.2,2,-2,-5,3,10,2,-18
CCOC(=O)c1nc(Nc2cccc(C)c2)c2ccccc2n1,2,-6.7,-5,11,-3,-3,-6,4,16

# Carrying on:
SMILES,CHRM4 antagonist,CRFR2-BP ag,M5 PAM,M5 antag,M4 PAM,CHRM5 agonist,CHRM1 PAM,M4 ag,M1 antag
COc1cccc(C(NC(C)=O)c2nc(-c3ccc(F)cc3OC)cs2)c1 (centres undefined),1,·,-1,0,-1,-1,-6,0,4
Cc1cccc(C)c1N(CC(=O)NN=C1CCCCCC1)S(C)(=O)=O,2,-0.2,2,-2,1,-2,10,2,-13
CCOC(=O)C1CCCN(C(=O)COC(=O)c2ccc(C#N)cc2)C1 (centres undefined),4,-0.1,1,4,9,-2,11,1,-2
COCC(=O)N1CCc2ccc(NC(=O)c3ccccc3Cl)cc2C1,7,0.3,-1,5,-5,1,3,1,-3
CC(C)(C)NC(=O)COC(=O)c1snc(C(=O)NC2CCCCC2)c1N,9,-0.5,-4,13,-7,-1,-4,7,7
CC(CC(=O)NC1CCCC1)c1ccccc1 (centres undefined),3,0.9,1,-2,2,-5,9,1,-15
COc1ccc(NC(=O)N(C)C[C@H]2Oc3c(NC(=O)C4CCCCC4)cccc3C(=O)N([C@H](C)CO)C[C@@H]2C)cc1,-11,1.6,2,-1,-3,0,0,0,-8
O=C(CN1C(=O)NC2(CCCCC2)C1=O)Nc1ccccc1N1CCCCC1,-14,2.0,-1,-10,8,2,8,0,-8
COC1CCCN(Cc2c(C(=O)N3CCN(C4CCCCC4)CC3)nc3ccccn23)C1 (centres undefined),4,2.4,0,-2,-8,0,3,3,-5

# Structural class: those above with a Cl atom.
SMILES,CHRM4 antagonist,CRFR2-BP ag,M5 PAM,M5 antag,M4 PAM,CHRM5 agonist,CHRM1 PAM,M4 ag,M1 antag
COc1cccc(-c2ccc(C#N)c(SCC(=O)NCCc3ccc(Cl)cc3)n2)c1,-1,3.3,3,-1,6,-2,5,0,-16
COC(=O)c1ccc2c(=O)[nH]c(COC(=O)CCC(=O)c3ccc(Cl)cc3)nc2c1,-17,1.8,0,-2,8,-4,11,1,-13
O=C(COC(=O)CNC(=O)c1ccc(Cl)cc1Cl)NC1CCCCCCC1,-11,-2.2,1,0,8,4,-3,2,10
O=C(Cn1cnc2scc(-c3ccc(Cl)cc3)c2c1=O)N1CCOCC1,-3,-2.6,2,2,-9,3,4,0,-5
Cc1ccc(S(=O)(=O)NCCC(=O)NCc2ccc(Cl)cc2)cc1C,-9,-1.2,-4,11,4,-3,9,4,-6
Cc1ccc(N2NC(=O)/C(=C/c3ccc(-c4ccc(Cl)c(C(=O)O)c4)o3)C2=O)cc1C,6,-2.2,-7,7,-4,2,17,0,-17
COCC(=O)N1CCc2ccc(NC(=O)c3ccccc3Cl)cc2C1,7,0.3,-1,5,-5,1,3,1,-3
